# PvdQ inh – P. aeruginosa PvdQ acylase inhibitors, primary screen, biochemical, fluorescence, plate reader and imaging, single point; actives 0.063% (n = 340,000); inhibition, % at 10 µM; purified PvdQ acylase; in the data active = inhibition above about 30%, passing the limit was not always enough; inconclusive = no clear call, values can overlap the other calls;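 also: 0% = vehicle neutral wells and 100% = reference inhibitor wells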
# SR-BI HDL uptake – inhibitors of SR-BI mediated HDL lipid uptake, primary screen, ldlA[mSR-BI] cells, fluorescence, single point | ldlA[mSR-BI] CHO cells, DiI-HDL uptake fluorescence, 3 h | inhibition, % at 12.5 µM | actives 0.96% (n = 320,000);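 active = mean replicate inhibition of at least 70% and a set share of replicates each scoring 70 or more; inconclusive = meets just one of the two criteria; inactive = fails both criteria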;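 also: 0% = median of neutral control wells and 100% = median of positive control wells; values of inactives mirror those of a sister screen read the other way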
# Target sequence (Q61009 whole entry, looked up): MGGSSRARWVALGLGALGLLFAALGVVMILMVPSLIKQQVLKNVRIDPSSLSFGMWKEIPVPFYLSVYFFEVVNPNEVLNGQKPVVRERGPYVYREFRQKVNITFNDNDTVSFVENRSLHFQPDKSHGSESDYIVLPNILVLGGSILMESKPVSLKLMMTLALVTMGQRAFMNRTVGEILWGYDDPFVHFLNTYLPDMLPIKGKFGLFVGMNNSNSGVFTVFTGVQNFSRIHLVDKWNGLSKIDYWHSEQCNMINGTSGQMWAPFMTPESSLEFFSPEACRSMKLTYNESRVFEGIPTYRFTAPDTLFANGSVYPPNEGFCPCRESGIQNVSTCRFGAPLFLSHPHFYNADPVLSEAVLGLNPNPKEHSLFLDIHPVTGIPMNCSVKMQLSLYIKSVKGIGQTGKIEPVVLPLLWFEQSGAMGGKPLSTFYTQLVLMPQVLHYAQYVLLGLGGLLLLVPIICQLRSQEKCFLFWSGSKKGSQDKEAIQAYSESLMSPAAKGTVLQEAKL
# PfHsp90 yeast 2 – growth inhibition of PfHsp90-expressing yeast, primary screen, antimalarial PfHsp90 inhibitor project, S. cerevisiae, BacTiter-Glo luminescence, single point, set 2; BacTiter-Glo ATP, 48 h; yeast lacking PDR1 and PDR3 efflux regulators; inhibition, % at 9.4 µM; actives 0.32% (n = 310,000);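 active = every replicate shows inhibition above about 80%, whatever the replicate mean, limit read from the data; inconclusive = mean inhibition reaches the set limit but some replicate falls short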;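 also: 0% = DMSO neutral controls and 100% = 20 µM radicicol positive controls; yeast relying on Plasmodium falciparum Hsp90 in place of its own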
# CAL PDZ FP-1 – untagged CAL PDZ binding inhibitors, primary screen, biochemical, fluorescence polarization, HTS; Golgi-associated PDZ and coiled-coil motif-containing protein (Homo sapiens), Q9HD26; purified CAL PDZ, TMR-peptide fluorescence polarization, 1 h; inhibition, % at 24.9 µM; actives 0.92% (n = 300,000); AID 602252, 2012;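 active = mean inhibition of at least 30% with at least half of replicates also reaching 30%; inconclusive = no clear call, values can overlap the other calls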;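 also: 0% = DMSO neutral control and 100% = excess unlabeled competitor peptide PRC23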
# SR-BI uptake up – activators of SR-BI mediated DiI-HDL uptake, primary screen, ldlA[mSR-BI] CHO cells, DiI fluorescence | 3 h; 100 = double the neutral-control signal | AID 504775, 2011 | activation, % at 12.5 µM | actives 0.096% (n = 320,000);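 active = mean replicate activation of at least 60% and every replicate at or above 60%; inconclusive = mean or all-replicate condition met, but not both; inactive = mean below 60% and not all replicates reaching 60%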;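 also: 0% = median plate neutral-control signal and 100% = twice that signal; values of inactives mirror those of a sister screen read the other way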
#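 Material: SR-BI-overexpressing, LDLR-lacking CHO cells | Dosing: Single compound concentration, delivered by pin transfer | Probe or stimulus: Labelled HDL, 10 µg/mL | Signal: Bottom-read cell fluorescence after medium removal, ex 550/em 595 nm | Schedule: 3 h, 37 °C | Evaluation: HDL uptake via cellular fluorescence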
# MITF TRPM1 HTS – activators of MITF-driven TRPM1 promoter reporter, primary screen, cell-based, SK-MEL-5, luciferase, single point. actives 0.75% (n = 300,000). SK-MEL-5 TRPM1-promoter luciferase, 24 h; % of positive control, neutral wells = 0. activation, % at 12.5 µM;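 active = mean activation of at least 80% with every replicate also reaching 80%; inconclusive = mean reaches 80% but some replicate falls short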;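 also: 0% = neutral control wells and 100% = parthenolide positive control wells; values of inactives mirror those of a sister screen read the other way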
# CAL PDZ FP-2 – CAL PDZ peptide-binding inhibitors, primary screen, biochemical, fluorescence polarization, Cer-tagged CAL PDZ, HTS | actives 0.02% (n = 330,000) | AID 504414, 2011 | inhibition, % at 20 µM | purified CAL PDZ, TMR-peptide fluorescence polarization, 1 h | Golgi-associated PDZ and coiled-coil motif-containing protein (Homo sapiens), Q9HD26;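 active = highest replicate inhibition of at least 40%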;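 also: plate controls were DMSO neutral control wells for no effect and unlabeled competitor peptide control wells for full effect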
#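 Material: tagged CAL PDZ domain; buffer or medium: 25 mM sodium phosphate pH 7.4, 150 mM NaCl, TCEP, IgG, Thesit; compound dosing: single point, 20 µM; schedule: 1 h incubation at room temperature before polarization reading; measured by: FP readout, S and P plane fluorescence; read-out basis: percent inhibition from loss of millipolarization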
# dFosB act – activators of delta FosB homodimer, primary screen, biochemical, fluorescence polarization, TAMRA-CDK5 oligo, single point; Protein FosB (Mus musculus), P13346; purified delta FosB; percent of positive-control signal above neutral wells; activation, % at 25 µM; actives 0.99% (n = 340,000); AID 493131, 2011;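 active = mean activation above about 17%, with every replicate also reaching it, limit read from the data, passing the limit was not always enough; inconclusive = only one of the two conditions met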;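 also: fluorescence polarization rise as delta FosB binds a TAMRA Cdk5 AP-1 oligo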
# Target sequence (P13346 whole entry, looked up): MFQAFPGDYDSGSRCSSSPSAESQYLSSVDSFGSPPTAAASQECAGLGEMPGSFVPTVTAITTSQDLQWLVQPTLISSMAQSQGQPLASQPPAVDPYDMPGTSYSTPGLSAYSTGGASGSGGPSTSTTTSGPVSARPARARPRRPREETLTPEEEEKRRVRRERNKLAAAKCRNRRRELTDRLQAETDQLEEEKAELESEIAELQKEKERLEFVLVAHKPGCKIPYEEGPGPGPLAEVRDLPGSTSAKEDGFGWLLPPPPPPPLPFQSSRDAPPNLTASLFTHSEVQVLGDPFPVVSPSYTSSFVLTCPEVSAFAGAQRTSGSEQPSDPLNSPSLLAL
# NSD2 inh – NSD2 histone methyltransferase inhibitors, primary screen, biochemical, AlphaScreen, single concentration, set 2; Histone-lysine N-methyltransferase NSD2 (Homo sapiens), O96028; NSD2 peptide methylation, 120 min; inhibition, % at 12.5 µM; actives 0.54% (n = 310,000); in the data active = inhibition above about 50%
# Rtt109 Vps75 – inhibitors of C. albicans Rtt109/Vps75 HAT, primary screen, biochemical, ThioGlo CoA-SH fluorescence, plate reader. purified Rtt109/Vps75, 4 h. inhibition, % at 34.9 µM. actives 0.16% (n = 330,000). AID 540336, 2011;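 active = inhibition of at least 50% in every replicate; inconclusive = best replicate reaches 50% inhibition but some replicates fall short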
# * = called active by the depositor; ? = inconclusive; · = not tested or not shown.
SMILES,PvdQ inh,SR-BI HDL uptake,PfHsp90 yeast 2,CAL PDZ FP-1,SR-BI uptake up,MITF TRPM1 HTS,CAL PDZ FP-2,dFosB act,NSD2 inh,Rtt109 Vps75
O=C(CCc1nc2ccccc2s1)N1CCN(S(=O)(=O)c2cccs2)CC1,-10,5,·,3,-5,·,-1.9,-3,-1,1
Clc1ccccc1-c1nnc2n1CCCCC2,1,6,20,·,-6,·,-0.7,4,0,7
CN(C)c1ccc(/C=C/c2cc[n+](C)cc2)cc1,-7,-19,4,-23,19,12,-1.5,32*,18,4
COc1ccc(OC)c(/C=C(\C)C(=O)c2c(C)cc(C)[nH]c2=O)c1,-14,2,5,·,-2,·,-1.4,-4,5,1
COC(=O)Cn1c(O)c(N=NC(=O)OC)c2ccccc21,8,·,8,0,·,-4,-1.9,-2,-2,26
Cc1ccc[n+](-c2[nH]c(=O)sc2/C=N/N=C(\[O-])CCn2c3ccccc3c3ccccc32)c1,-19,4,-17,·,-4,·,0.6,-8,5,-1
CC(C)C(=O)Nc1ccc(C(=O)Nc2nnc(C(C)(C)C)s2)cc1,11,50,2,4,-50,9,-0.8,-12,2,20
O=c1cc(-c2ccc(C3CCCCC3)cc2)[nH][nH]1,-10,-18,94*,3,18,18,·,-5,13,1
CC(C)c1nnc(NC(=O)CCC(=O)N2CCN(Cc3ccc(F)cc3)CC2)s1,-3,-1,-9,8,1,-11,0.6,-8,8,19
C#CCOCCOCCOCCNc1nc(N2CCOCC2)nc(N2CCN(C(=O)[C@H](CCCCN)n3cc([C@@H](N)CC(C)C)nn3)CC2)n1,11,-19,-26,1,19,7,-0.6,-5,·,3
NC(=O)c1ccc(NC(=O)COC(=O)CCN=C2NS(=O)(=O)c3ccccc32)cc1,-16,12,·,4,-12,0,0.4,2,-1,9
CC1CN(CCOc2ccc(F)cc2)CC(C)O1 (configuration not stated),-8,-43,9,42*,43,·,-0.3,-4,-2,-1
C#CCOCCOCCOCCNc1nc(N2CCN(C(=O)C([C@@H](C)O)n3cc([C@@H](N)CCCCN)nn3)CC2)nc(N2CCN(C(=O)[C@H](CCC(=O)O)n3cc([C@@H](N)CCCCN)nn3)CC2)n1 (some centres not stated),-7,-67,-11,6,?,-3,-1.0,-7,·,14
CC(=O)c1c(O)cc(C)n(-c2ccc(F)cc2)c1=O,-10,0,0,-2,0,-3,-3.8,0,-3,-3
Fc1ccc2c(c1)c1n[nH]c(=S)nc1n2CCc1ccccc1,-24,15,-20,-5,-15,7,1.3,-6,0,-6
CCC(=O)N(Cc1cccs1)C1CCOC(C)(C)C1 (configuration not stated),-20,-18,-20,2,18,2,-1.3,1,-8,1
O=C(c1coc2ccc(O)c(CN3CCOCC3)c12)C1CC1,-13,-13,-18,-1,13,2,-1.2,-2,3,2
COc1ccc(S(=O)(=O)N2CCC(C(=O)N3CCOCC3)CC2)cc1Cl,-13,-17,-40,-2,17,5,-0.9,4,-3,-2
CCc1cc2cc(C)ccc2nc1SCC(=O)NNC(=O)c1ccco1,-10,·,15,-2,·,·,-2.6,0,5,-8
CC1(C)CC(OC(=O)c2ccco2)CC(C)(C)N1O,-9,-18,10,·,18,4,-0.1,3,9,0
COc1ccccc1-n1c(SCC(=O)NC(C)(C)C)nc(O)c(Cc2ccccc2)c1=O,-4,-18,3,-2,18,6,·,4,0,-3
O=C1c2ccccc2CCC12N=NCC2c1ccc(Cl)cc1 (configuration not stated),1,-13,20,-1,13,·,-2.6,-5,-3,4
Cc1ccc(CN2CCN(/N=C/c3ccc(N(C)C)cc3)CC2)cc1,-7,-3,10,·,3,·,-0.5,-14,2,1
N/C(=N\OC(=O)c1ccc(Cl)cc1)c1nonc1N,-15,-7,1,0,7,14,-2.4,-8,-5,-6
Cc1cc(N2C(=O)C(=O)/C(=C(/O)c3ccc(F)cc3)C2c2ccc(F)cc2)no1 (configuration not stated),8,-15,10,-2,15,-1,-0.8,6,0,-2

# The closing 6 records of the part above are carried over, then new ones follow:
SMILES,PvdQ inh,SR-BI HDL uptake,PfHsp90 yeast 2,CAL PDZ FP-1,SR-BI uptake up,MITF TRPM1 HTS,CAL PDZ FP-2,dFosB act,NSD2 inh,Rtt109 Vps75
CC1(C)CC(OC(=O)c2ccco2)CC(C)(C)N1O,-9,-18,10,·,18,4,-0.1,3,9,0
COc1ccccc1-n1c(SCC(=O)NC(C)(C)C)nc(O)c(Cc2ccccc2)c1=O,-4,-18,3,-2,18,6,·,4,0,-3
O=C1c2ccccc2CCC12N=NCC2c1ccc(Cl)cc1 (configuration not stated),1,-13,20,-1,13,·,-2.6,-5,-3,4
Cc1ccc(CN2CCN(/N=C/c3ccc(N(C)C)cc3)CC2)cc1,-7,-3,10,·,3,·,-0.5,-14,2,1
N/C(=N\OC(=O)c1ccc(Cl)cc1)c1nonc1N,-15,-7,1,0,7,14,-2.4,-8,-5,-6
Cc1cc(N2C(=O)C(=O)/C(=C(/O)c3ccc(F)cc3)C2c2ccc(F)cc2)no1 (configuration not stated),8,-15,10,-2,15,-1,-0.8,6,0,-2
Cc1nnc(SCc2nnc(-c3ccccc3)o2)n(N)c1=O,4,15,16,0,-15,7,-1.2,-9,-6,2
CC1Cc2ccccc2N1C(=O)c1ccc(N2CCCC2)c([N+](=O)[O-])c1 (configuration not stated),8,59,14,2,-59,9,-2.5,-1,11,57*
Cc1cc(OC(C)C(=O)NCc2cccnc2)c2c(C)c(C)c(=O)oc2c1 (configuration not stated),-4,-9,17,3,9,-1,-2.0,-4,-2,-7
Cc1ccc(NC(=O)CSc2nnc([C@H](C)NC(=O)OC(C)(C)C)o2)c(C)c1,12,73*,15,·,-73,·,-2.9,-7,-2,3
Fc1cccc(F)c1/C=N/Nc1ccccn1,9,-29,0,2,29,12,-0.4,6,1,28
CCN(CC)c1ccc(NC(=O)COc2ccccc2C)cc1S(=O)(=O)Nc1ccccc1OC,-9,15,-13,-7,-15,0,-1.3,-10,1,3
Nc1cc(=O)[nH]c(SCC(=O)Nc2ccccc2-c2ccccc2)n1,-7,-7,·,-6,7,12,-1.0,2,-3,-4
NS(=O)(=O)c1ccc(NC(=S)N2CCc3ccccc32)cc1,0,1,-2,4,-1,-5,-0.5,9,2,-1
O=C(COC(=O)COc1ccc(Br)cc1)NCCC1=CCCCC1,-10,-39,-15,0,39,-8,-2.2,0,-3,-7
Cc1cc(C(=O)NCCc2ccc(Cl)cc2)no1,-18,·,·,1,·,20,-1.0,-3,-5,-8
CC1CN(C(=O)COC(=O)c2ccc(Cl)c(N)c2)CC(C)O1 (configuration not stated),-17,12,9,-2,-12,3,-1.3,10,-4,7
Cn1cc(S(=O)(=O)NCc2ccco2)c(=O)n(C)c1=O,2,-11,-28,·,11,·,-0.4,-2,·,-1
N#Cc1ccc(-c2cccnc2)nc1SCC(=O)c1ccccc1,-9,29,-3,-4,-29,·,-0.2,-12,-2,-7
COc1ccc(/C=C/C(=O)c2ccc(O)cc2)cc1COc1ccc(F)cc1,-5,37,-75,-4,-37,3,-2.3,-11,8,5
COCCN1Cc2cccc(C(=O)Nc3ccc(S(=O)(=O)N4CCOCC4)cc3)c2C1=O,-1,7,-7,0,-7,11,0.2,-6,-4,4
O=C(NCCN1C(=O)C2C3C=CC(C3)C2C1=O)N1CCOCC1 (configuration not stated),-27,2,·,·,-2,·,0.1,-1,·,6
CC(C)Cn1c(N)c(C(=O)COC(=O)C2CC(=O)N(c3ccc4c(c3)OCCO4)C2)c(=O)n(C)c1=O (configuration not stated),-11,-4,-3,-3,4,8,-1.7,-17,0,0
O=C(/C=C/c1ccccc1)NC(NC(=S)Nc1cc(Cl)ccc1Cl)C(Cl)(Cl)Cl (configuration not stated),-14,1,18,-2,-1,6,-2.8,-16,0,-12
C=CC[C@H](CC(=O)N(CCO)Cc1ccccc1)C(=O)NCCOC(=O)[C@@H](CC=C)CC(=O)OC(C)(C)C,-4,26,7,-1,-26,6,-0.5,-12,·,-1
Cc1cc([N+](=O)[O-])nn1CCCC(=O)Nc1sc2c(c1C(N)=O)CCCC2,0,0,14,-3,0,1,-2.8,-6,-2,37
S=C1NC[C@H](c2ccccc2)N1CCCCC1CCCCC1,-3,-11,-15,-1,11,-1,2.2,-7,·,-7
CN(CC(=O)Nc1cccc(F)c1)CC(=O)N1CCCCC1,-7,-1,-20,-2,1,-14,1.1,-6,-6,5

# In the list so far, six have an aryl thioether with sulfur outside any ring:
SMILES,PvdQ inh,SR-BI HDL uptake,PfHsp90 yeast 2,CAL PDZ FP-1,SR-BI uptake up,MITF TRPM1 HTS,CAL PDZ FP-2,dFosB act,NSD2 inh,Rtt109 Vps75
CCc1cc2cc(C)ccc2nc1SCC(=O)NNC(=O)c1ccco1,-10,·,15,-2,·,·,-2.6,0,5,-8
COc1ccccc1-n1c(SCC(=O)NC(C)(C)C)nc(O)c(Cc2ccccc2)c1=O,-4,-18,3,-2,18,6,·,4,0,-3
Cc1nnc(SCc2nnc(-c3ccccc3)o2)n(N)c1=O,4,15,16,0,-15,7,-1.2,-9,-6,2
Cc1ccc(NC(=O)CSc2nnc([C@H](C)NC(=O)OC(C)(C)C)o2)c(C)c1,12,73*,15,·,-73,·,-2.9,-7,-2,3
Nc1cc(=O)[nH]c(SCC(=O)Nc2ccccc2-c2ccccc2)n1,-7,-7,·,-6,7,12,-1.0,2,-3,-4
N#Cc1ccc(-c2cccnc2)nc1SCC(=O)c1ccccc1,-9,29,-3,-4,-29,·,-0.2,-12,-2,-7

# Bioassay records: PubChem, Broad Institute
